ER stress surv: ER stress cell death inhibition | CSM14.1 thapsigargin ER stress survival, ATP luminescence | relative survival (cellular ATP), % at 15 µg/mL (by protocol) | hit rate 0.33% among 48,000 | AID 1010;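 active = survival measured by cellular ATP above 50% at 15 µg/ml in the first screen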;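 also: cell death triggered by about 15 µM thapsigargin; ATP read 24 h after thapsigargin was added; plate controls were thapsigargin with DMSO for no effect and DMSO without thapsigargin for full effect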
The depositor's hits bear a star.

SMILES	ER stress surv
Cc1cc([N+](=O)[O-])ccc1-c1ccc(/C=C2/C(=O)NC(=S)N(c3ccc(Cl)cc3)C2=O)o1	-0.2
CCOC(=O)C12CC3CC(CC(C3)C1)C2	-1.3
Cc1ccc(C(=O)Nc2nc(C)c(C)s2)cc1[N+](=O)[O-]	0.1
COc1ccc2ccccc2c1-c1nnc2ccc(C(F)(F)F)cn12	60.4*
O=c1/c(=C\c2cc(Cl)c(O)c(Cl)c2)sc2nc3ccccc3n12	3.7
CN1C(C)(C)CC(OC(=O)c2ccccc2C(=O)OC2CC(C)(C)N(C)C(C)(C)C2)CC1(C)C	-5.1
O=C(Nc1ccccc1)Nc1ccccc1C(=O)O	-4.4
Cc1ccc(Cl)cc1NC(=O)Cc1ccccc1[N+](=O)[O-]	2.5
Cc1cc(-n2ccnc2)n2c(nc3ccccc32)c1C#N	-0.2
Cc1ccc(-c2cc(-c3ccncc3)c(C#N)c(N)c2C#N)cc1	-1.6
COC(=O)c1ccc(CSc2nc3sc4c(c3c(=O)[nH]2)CCCC4)cc1	10.3
CCOC(=O)/C(C(=O)Nc1cccs1)=C1\NC(C)(C)Cc2ccccc21	29.2
Nc1cc[n+](CC(=O)c2ccccc2)cc1	1.0
CCOC(=O)c1ccc(N2NC(=O)/C(=C/c3ccccc3)C2=O)cc1	2.6
O=[N+]([O-])c1cc(C(O)(C(F)(F)F)C(F)(F)F)cc([N+](=O)[O-])c1Cl	-13.8
Cc1cc(C)c2nc(Nc3ncc(O)[nH]3)nc(C)c2c1	-7.6
CCOc1ccc(-n2sc3c(c2=S)-c2cc(C)cc(C)c2NC3(C)C)cc1	-1.9
Cc1ccc(C)n1-n1cnc2scc(-c3ccccc3)c2c1=O	15.9
COc1ccc(-c2nnc(-c3ccc4c(c3)OCO4)o2)cc1OC	-3.5
CC(C)(C)c1cc(C(=O)N/N=C/c2ccc(O)cc2O)n(-c2ccccc2)n1	5.2
O=C(O)c1ccc(CN2CCOCC2)o1	7.3
CSc1ccc(S(=O)(=O)N(CC(N)=O)c2ccc(C)cc2)cc1	1.3
COc1cc(-c2nc3sc4c(c3c(=O)[nH]2)CCCC4)ccc1C	7.3
CCOC(=O)c1sc2nc(NC(=O)c3ccc([N+](=O)[O-])cc3)sc(=O)c2c1C	10.2
CCN1/C(=C/C=Nc2ccccc2)Oc2ccccc21	-3.9
CCOC(=O)c1ccccc1NC(=O)c1ccc(N(C)S(=O)(=O)c2ccccc2)cc1	6.8
Cc1cc(C)nc(NS(=O)(=O)c2ccc(NC(=S)NC(=O)c3ccc(F)c(F)c3)cc2)n1	4.0
CCOc1ccc(/C=C2\N=C(c3ccccc3Br)OC2=O)cc1	6.9
N#Cc1ccc(-c2ccccc2)[nH]c1=S	0.6
O=c1[nH]cnc(O)c1C(c1ccc2c(c1)OCO2)c1c(O)nc[nH]c1=O	2.1

Filtered by structure: those above containing a furan ring, fused or not.
SMILES	ER stress surv
Cc1cc([N+](=O)[O-])ccc1-c1ccc(/C=C2/C(=O)NC(=S)N(c3ccc(Cl)cc3)C2=O)o1	-0.2
O=C(O)c1ccc(CN2CCOCC2)o1	7.3

New compounds follow
SMILES	ER stress surv
O=[N+]([O-])c1cccc(S(=O)(=O)N2CCc3ccccc3C2)c1	1.5
O=C(N/N=C/c1ccc([N+](=O)[O-])o1)c1ccc(Cl)c(Cl)c1	3.3
COc1ccc2oc(=O)c(C(=O)NCCC3=CCCCC3)cc2c1	1.9
O=C(O)COc1ccc(/C=C2\C(=O)NC(=S)N(c3ccc(F)cc3)C2=O)cc1Br	7.4
COc1ccc(C2C(=O)c3ccccc3C2=Nc2cccc(C(C)=O)c2)cc1 (stereo not drawn)	5.6
CN1C(=O)/C(=C/c2ccc(C(=O)O)cc2)SC1=S	3.6
O=C1/C(=C\c2ccc(N3N=C(c4ccccc4)CC3c3ccccc3)cc2)SC(=S)N1C1CCS(=O)(=O)C1 (stereo not drawn)	3.3
CCCOC(=O)c1ccc(NC(=O)c2cc(I)ccc2Cl)cc1	2.0
O=C(Nc1ccc(Cl)cc1)C1CC2c3ccccc3C1c1ccccc12 (stereo not drawn)	-0.7
CCOc1ccc(N(CC(=O)OC)S(=O)(=O)c2ccc(Cl)cc2)cc1	2.1
Cn1c(=O)c2cc(C#N)c(N)nc2n(C)c1=O	11.5
O=S(=O)(Nc1nc2ccccc2nc1NCc1ccccc1)c1ccc(Cl)cc1	-0.9
NC(=O)/C=C/C(=O)Nc1ccc2c(c1)OCO2	-8.2
COC(=O)C1=C(C)N(C)C(C)=C(C(=O)OC)C1c1ccc(C(F)(F)F)cc1	-2.6
O=C1NC(=O)C(=Cc2cc([N+](=O)[O-])cc(Br)c2O)C(=O)N1	3.8

An excerpt of these results, field by field.
CCCOC(=O)c1ccc(NC(=O)c2cc(I)ccc2Cl)cc1
  ER stress surv: 2.0

O=C(Nc1ccc(Cl)cc1)C1CC2c3ccccc3C1c1ccccc12 (stereo not drawn)
  ER stress surv: -0.7

CCOc1ccc(N(CC(=O)OC)S(=O)(=O)c2ccc(Cl)cc2)cc1
  ER stress surv: 2.1

Cn1c(=O)c2cc(C#N)c(N)nc2n(C)c1=O
  ER stress surv: 11.5

Next part:
SMILES	ER stress surv
Cc1ccc(N=C2NC(=O)/C(=C\c3cccc(Br)c3)S2)cc1C	11.4
O=C(NCCCO)C(=O)NCCc1ccc(Cl)cc1	-1.1
CN(C)CC1C(=O)N(c2ccccc2)N(c2ccccc2)C1=O	7.0
O=[N+]([O-])c1ccc2c(c1)c(C1=NCCCCC1)c(O)n2-c1c(Cl)cccc1Cl	-4.5
O=C(O)CC(NC(=O)Cc1ccccc1)c1ccccc1 (stereo not drawn)	6.5
CC(=O)Nc1ccc(-c2nc(-c3ccccc3)c(-c3ccccc3)[nH]2)cc1	-6.1
COc1ccc(CCNC(=O)C(=O)Nc2ccc(C)cc2)cc1	5.0
COc1ccc(Br)cc1/C=C/C(=O)Nc1ccc(N2CCCCC2)cc1	0.3
C/C(O)=C(\C(=S)NC(=O)c1ccccc1)C(N)=NC(=O)c1ccccc1	5.3
CCOC(=O)C1=C(C)N=c2s/c(=C\c3ccc([N+](=O)[O-])cc3)c(=O)n2C1c1ccc(Cl)cc1 (stereo not drawn)	-6.6
CCCOc1ccc(C(=O)Nc2ccccc2C(=O)OC)cc1	-3.8
Cc1ccc(Cl)cc1NC(=O)C(=O)NCCO	11.4
CCOc1ccccc1NC(=O)COc1ccccc1Cl	8.6
Cc1ccc(N2C(=O)NC(=O)/C(=C\c3ccc(OCc4ccc(C(=O)O)cc4)cc3)C2=O)cc1	0.9
Cc1ccc(C(=O)N/C(=C\c2cccs2)C(=O)N2CCCC2)cc1	0.2

A few values from the list:
For ER stress surv, O=C(NCCCO)C(=O)NCCc1ccc(Cl)cc1 is listed with -1.1
For ER stress surv, COc1ccc(Br)cc1/C=C/C(=O)Nc1ccc(N2CCCCC2)cc1 is listed with 0.3
For ER stress surv, Cc1ccc(N2C(=O)NC(=O)/C(=C\c3ccc(OCc4ccc(C(=O)O)cc4)cc3)C2=O)cc1 is listed with 0.9
For ER stress surv, CN(C)CC1C(=O)N(c2ccccc2)N(c2ccccc2)C1=O is listed with 7.0
For ER stress surv, CCCOc1ccc(C(=O)Nc2ccccc2C(=O)OC)cc1 is listed with -3.8
For ER stress surv, Cc1ccc(C(=O)N/C(=C\c2cccs2)C(=O)N2CCCC2)cc1 is listed with 0.2

Later entries
SMILES	ER stress surv
O=C(CSc1nc2ccccc2[nH]1)Nc1ccc2c(c1)oc1ccccc12	10.1
Cc1cccc(C)c1OCC(=O)N/N=C/c1ccc(O)c([N+](=O)[O-])c1	-4.8
O=C(CC1(O)C(=O)N(Cc2ccccc2)c2ccccc21)c1cccs1 (stereo not drawn)	1.3
Cc1nn(-c2ccccc2)c2c1C(c1c(O)ccc3ccccc13)C(C#N)=C(N)O2 (stereo not drawn)	3.7
NC(=O)c1ccccc1NC(=O)c1cc2ccccc2o1	-7.1
CCOc1ccc2cc(S(=O)(=O)NCC3CCCO3)ccc2c1 (stereo not drawn)	5.6
O=c1nc(-c2ccc(Cl)cc2)c2cc(Cl)ccc2[nH]1	1.7
O=C(O)c1cccc2c(Br)ccc(C(=O)O)c12	-10.0
COc1ccc(C2/C(=C(\O)c3ccccc3)C(=O)C(=O)N2c2cccnc2)cc1OC (stereo not drawn)	7.3
Cc1c(OCC(=O)c2ccc(F)cc2)ccc2c3c(c(=O)oc12)CCCC3	0.4
CC(C)CCNS(=O)(=O)c1ccc([N+](=O)[O-])cc1	6.9
CC1=CC(C)C2COC(c3ccc4c(c3)OCO4)C1C2C (stereo not drawn)	4.6
COc1ccc(C(=O)CN2CCN(CCN3C(=O)c4cccc5cccc(c45)C3=O)CC2)cc1	0.4
Cc1ccc(Cl)c(OCC(O)Cn2c(C)nc3ccccc32)c1 (stereo not drawn)	10.0
O/N=C/c1ccc(OCC(O)Cn2c3ccccc3c3ccccc32)cc1 (stereo not drawn)	-2.3

Among those listed so far, these have an NH in an aromatic ring:
SMILES	ER stress surv
COC(=O)c1ccc(CSc2nc3sc4c(c3c(=O)[nH]2)CCCC4)cc1	10.3
Cc1cc(C)c2nc(Nc3ncc(O)[nH]3)nc(C)c2c1	-7.6
COc1cc(-c2nc3sc4c(c3c(=O)[nH]2)CCCC4)ccc1C	7.3
N#Cc1ccc(-c2ccccc2)[nH]c1=S	0.6
O=c1[nH]cnc(O)c1C(c1ccc2c(c1)OCO2)c1c(O)nc[nH]c1=O	2.1
CC(=O)Nc1ccc(-c2nc(-c3ccccc3)c(-c3ccccc3)[nH]2)cc1	-6.1
O=C(CSc1nc2ccccc2[nH]1)Nc1ccc2c(c1)oc1ccccc12	10.1
O=c1nc(-c2ccc(Cl)cc2)c2cc(Cl)ccc2[nH]1	1.7

Carrying on:
SMILES	ER stress surv
O=C(Nc1ccccc1C(=O)Nc1ccccn1)c1ccccc1F	9.2
Cc1ccc([N+](=O)[O-])cc1NC(=O)c1ccc(I)cc1	-0.5
CCOC(=O)C1=C(c2ccccc2)N(C)C(=O)NC1c1ccc2c(c1)OCO2 (stereo not drawn)	0.8
CC(C)Cn1cc(I)c(=O)n(CC(C)C)c1=O	1.1
CCN=C1S/C(=C\c2ccc(I)o2)C(=O)N1CC	1.3
CCOC(=O)C(=O)Nc1sc2c(c1C(=O)OCC)CC(C)(C)OC2	-4.6
CCOC(=O)c1c(CC(C)C)csc1N1C(=O)c2cccc([N+](=O)[O-])c2C1=O	13.4
O=c1c2ccccc2nc(/C=C/c2ccc([N+](=O)[O-])cc2)n1Cc1ccccc1	6.9
COC(=O)C12CCC3(SCCS3)C(C(=O)OC)(CCC13SCCS3)C2	2.6
CCc1ccc(OCC(=O)Nc2cccc(OC)c2)cc1	1.6
CC(=O)Oc1cc2ccccc2cc1O	4.7
COc1ccc(C(=O)/C=C/Nc2ccc(Br)c(Cl)c2)cc1	0.6
Cc1cc(=O)[nH]c(SCC(=O)Nc2ccccc2F)n1	0.8
Cc1sc(-c2c(C#N)c(N)nc3c2CCCCC3)cc1Br	6.2
CN1CCN(C2=C(Cl)C(=O)N(c3cccc(Cl)c3)C2=O)CC1	-0.9
CCOc1cc(C2CC(=O)NC(C)=C2C(=O)OC)cc(Br)c1OC (stereo not drawn)	7.4

These rows are one share of the data. The share of hits here may be higher or lower than overall.
